Screening results (PubChem BioAssay)
TGFb SMAD3 inh: blocks TGF-b signaling | HepG2 CAGA-GFP TGF-b/SMAD3 reporter, GFP fluorescence, 18 h; TGF-beta stimulated, 500 pg/mL final | Potency, µM (top dose mostly 46.1 µM), without a hit: at the top dose activity, negative = inhibition, hits mostly inhibitors | 410,000 tested, 1.2% active; also: % is scaled to controls: 0 for no effect and ±100 for the full control effect; nearly all actives have a fitted effect of over 65% in size
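Using HEPG2 CAGA-GFP reporter cells at 1000 cells/well, we pinned test compounds, stimulated with recombinant TGF-beta (500 pg/mL final) and measured total well GFP after 18 h.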
EPAC2 antagonist: EPAC2 (human) antagonism; Q8WZA2; EPAC2 GEF exchange of Rap1B-BODIPY-GDP, fluorescence; Potency, µM (titrated, usually from 114 µM), for the others: at the highest dose activity, negative = inhibition, hits mostly inhibitors; 360,000 tested, 0.18% active; also: % is scaled to controls: 0 for no effect and ±100 for the full control effect; nearly all actives have a fitted effect of over 45% in size; many of its hits are not listed in these tables
Target sequence (Q8WZA2 whole entry, looked up): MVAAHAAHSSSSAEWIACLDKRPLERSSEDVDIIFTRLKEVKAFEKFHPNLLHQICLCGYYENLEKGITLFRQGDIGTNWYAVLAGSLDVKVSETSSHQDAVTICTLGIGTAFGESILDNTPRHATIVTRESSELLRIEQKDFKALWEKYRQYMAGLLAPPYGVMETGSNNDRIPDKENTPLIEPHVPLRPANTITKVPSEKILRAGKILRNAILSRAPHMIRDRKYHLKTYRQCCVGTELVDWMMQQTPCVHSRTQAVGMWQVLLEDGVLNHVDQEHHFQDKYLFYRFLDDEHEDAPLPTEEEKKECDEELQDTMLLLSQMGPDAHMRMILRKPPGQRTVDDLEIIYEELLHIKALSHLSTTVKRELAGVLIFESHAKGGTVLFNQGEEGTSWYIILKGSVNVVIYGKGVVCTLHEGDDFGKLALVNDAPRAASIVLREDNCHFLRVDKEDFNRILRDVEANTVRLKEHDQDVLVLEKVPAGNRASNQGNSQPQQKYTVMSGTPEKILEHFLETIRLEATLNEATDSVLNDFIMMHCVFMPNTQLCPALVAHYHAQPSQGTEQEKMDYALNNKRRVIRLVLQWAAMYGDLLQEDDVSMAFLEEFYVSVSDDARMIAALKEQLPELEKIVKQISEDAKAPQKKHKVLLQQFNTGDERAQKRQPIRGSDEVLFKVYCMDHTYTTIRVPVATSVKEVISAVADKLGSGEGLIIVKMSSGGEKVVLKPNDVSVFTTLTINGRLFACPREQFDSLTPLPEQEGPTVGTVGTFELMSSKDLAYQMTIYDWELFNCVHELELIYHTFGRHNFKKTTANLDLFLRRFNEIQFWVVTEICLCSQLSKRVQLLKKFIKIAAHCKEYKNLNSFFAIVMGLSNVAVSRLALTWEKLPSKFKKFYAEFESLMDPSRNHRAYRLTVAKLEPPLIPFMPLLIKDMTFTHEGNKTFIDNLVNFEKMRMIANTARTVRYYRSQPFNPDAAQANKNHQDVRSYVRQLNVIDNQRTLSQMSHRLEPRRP
ATXN2 expr inh: reduces ATXN2 reporter expression in HEK-293 cells. HEK-293 ATXN2-luciferase reporter, luminescence, 24 h. 360,000 tested, 0.72% active. Potency, µM (highest dose often 57 µM), inactives show at the highest dose activity change, negative = inhibition, most hits filed as inhibitors. AID 1745845; also: % is scaled to controls: 0 for no effect and ±100 for the full control effect; nearly all actives have a fitted effect of over 55% in size
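ATXN2-luciferase reporter cells (luciferase flanked by upstream and downstream ATXN2 gene portions) were treated 24 h at 37 °C with compounds at up to 57 uM. SteadyGlo luminescence gave expression; GF-AFC fluorescence gave viability.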
A549 tox: counter-screen for Nrf2 inhibitors: cytotoxicity in A549 cells. Potency, µM (series often up to 46 µM), inactives show top-dose activity change, negative = cytotoxicity, most hits filed as inhibitors. AID 504648. A549 ARE-Fluc cells, CellTiter-Fluor viability, 18-24 h. 390,000 tested, 0.16% active; also: % is scaled to controls: 0 for no effect and ±100 for the full control effect
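Cytotoxicity counterscreen: CellTiter-Fluor fluorescence was measured in A549 ARE_Fluc cells after 18-24 h of compound exposure in a concentration series. The subsequent BugLite luminescent read reports ARE-luciferase activity.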
Nrf2 block: blocks Nrf2 signaling | 360,000 tested, 2.1% active | A549 ARE-Fluc reporter, luciferase luminescence, 18-24 h | Potency, µM (highest dose often 46 µM), for the others: at the top dose activity change, negative = inhibition, usual class: inhibitors; also: % is scaled to controls: 0 for no effect and ±100 for the full control effect; nearly all actives have a fitted effect of over 60% in size
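Concentration-response testing used A549 ARE_Fluc cells at 5000 cells/well. Following an 18-24 h compound incubation, viability was read by fluorescence (Ex 405/Em 525) and luciferase output by luminescence.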
S2 tox: reduces viability in counter-screen for ATXN expression inhibitors; S2 cells (HEK-293 line with an ATXN2-luciferase reporter) viability, CellTiter-Fluor protease fluorescence, 24 h; AID 651635; Potency, µM (top dose mostly 56.7 µM), actives largely listed as cytotoxic; 400,000 tested, 0.49% active; also: nearly all actives have a fitted effect of over 40% in size
MCF10A rerep: DNA re-replication induction in MCF 10a cells; Potency, µM (titrated, usually from 46.1 µM), without a hit: at the highest dose activity, positive = re-replication, actives largely listed as activators; AID 624296; 350,000 tested, 2.9% active; MCF 10A DNA re-replication, Hoechst nuclear intensity, 48 h; also: % of control where 0% means no effect; nearly all actives have a fitted effect of over 50% in size
Nrf2 activator: activates Nrf2 signaling; Potency, µM (doses to about 46.1 µM), inactives show at the top dose activation, usual class: activators; AREc32 ARE-luciferase reporter (MCF7-derived line), luminescence, 24 h; 410,000 tested, 0.31% active; also: % of control where 0% means no effect; nearly all actives have a fitted effect of over 65% in size
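ARE-driven firefly luciferase activity in AREc32 cells measured after a 24 hr compound exposure at 37 deg C, using Steady-Glo reagent and a 30 min room-temperature hold.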
HepG2 tox: HepG2 cytotoxicity, counter-screen for TGF-b inhibitors; HepG2 CAGA-GFP viability, ATP luminescence, 18 h; Potency, µM (series often up to 46.1 µM), without a hit: at the top dose activity change, negative = cytotoxicity, hits mostly cytotoxic; 410,000 tested, 0.76% active; also: some results filed as inactive show a strong effect at the top dose
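HepG2 CAGA-GFP cells (1000/well, DMEM with 1% FBS) received compound, then TGF-beta at 500 pg/mL final, and were incubated 18 hours at 37 degrees C. Viability was read by CellTiter-Glo luminescence. Media-only wells were set as complete cell-killing and DMSO as no toxicity.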
Numbers without * were called inactive; i = inactive; ? = inconclusive; . = no result given; & = joins results of further samples; [ ] = another dose, or the depositor's remark. Calls follow the shape of the dose curve; as a rule, active = well fitted curve in the direction sought with a large enough effect; inconclusive = small, poorly fitted or top-dose-only effect, or another doubt; inactive = no such curve, though single readings can be large; an effect the other way counts as inactive or inconclusive. Potency is read from the fitted curve at half-maximal effect. Some of the compounds tested; rates above refer to the full screens.

A first look:
SMILES	TGFb SMAD3 inh	EPAC2 antagonist	ATXN2 expr inh	A549 tox	Nrf2 block	S2 tox	MCF10A rerep	Nrf2 activator	HepG2 tox
Cc1ccc(S(=O)(=O)c2nc(-c3ccccc3Cl)oc2NCCCN2CCOCC2)cc1	8%	-14%	-12%	4%	-19%	i	0%	0.4%	0%
CCOC(=O)CSc1nnc(CNC(=O)c2ccc(OC)cc2OC)n1C	18%	-1%	0%	-3%	?	i	18%	0.3%	-22%
CCOC(=O)C1(Cc2cccc(F)c2)CCN(CC(O)CO)CC1 (centres undefined)	5%	-1%	-11%	1%	-3%	i	2%	-0.5%	0%
COc1ccc(C)cc1S(=O)(=O)N(CC(=O)N1CCOCC1)Cc1ccccc1	-3%	14%	1%	10%	6%	i	-5%	0.1%	-16%

Main list, from the start:
SMILES	TGFb SMAD3 inh	EPAC2 antagonist	ATXN2 expr inh	A549 tox	Nrf2 block	S2 tox	MCF10A rerep	Nrf2 activator	HepG2 tox
Cc1ccc(S(=O)(=O)c2nc(-c3ccccc3Cl)oc2NCCCN2CCOCC2)cc1	8%	-14%	-12%	4%	-19%	i	0%	0.4%	0%
CCOC(=O)CSc1nnc(CNC(=O)c2ccc(OC)cc2OC)n1C	18%	-1%	0%	-3%	?	i	18%	0.3%	-22%
CCOC(=O)C1(Cc2cccc(F)c2)CCN(CC(O)CO)CC1 (centres undefined)	5%	-1%	-11%	1%	-3%	i	2%	-0.5%	0%
COc1ccc(C)cc1S(=O)(=O)N(CC(=O)N1CCOCC1)Cc1ccccc1	-3%	14%	1%	10%	6%	i	-5%	0.1%	-16%
Cc1ccc(CN2CCC2(C)C(=O)NC(C)C)cc1 (centres undefined)	1%	-3%	8%	.	.	i	.	-0.6%	19%
COc1ccc(-c2nnc(SCC#CCO)o2)cc1OC	-10%	6%	5%	-2%	11%	i	-8%	4.0%	-3%
CCOC(CNC(=O)C1CCN(S(=O)(=O)c2ccc3nc4c(c(C(=O)O)c3c2)CC(C)CC4)CC1)OCC (centres undefined)	4%	4%	9%	1%	11%	i	2%	-0.5%	6%
CC1CCC(NC(=O)c2ccc3c(c2)N(Cc2cccc(F)c2)C(=O)c2ccccc2S3)CC1 (centres undefined)	-16%	.	53%[activator]	14%	.	i	.	4.9%	-9%
CC1(C)CC2(OC2c2ccccc2)C(=O)c2ccccc21 (centres undefined)	-5%	7%	.	.	.	i	.	0.2%	-12%
Cc1ccccc1-c1noc(-c2nnn(-c3ccccc3C)c2N)n1	6%	.	.	17%	?	.	.	5.5%	1%
O=c1c2sc3nc(N4CCOCC4)c4c(c3c2nnn1Cc1ccccc1)CCCC4	-11%	8%	0%	2%	-5%	i	17%	-0.2%	-15%
O=C(c1ccc(CS(=O)(=O)c2ccccc2)o1)N1CCN(c2ccccc2)CC1	-15%	0%	0%	1%	-18%	i	40%	0.0%	4%
CCOC(=O)/C=c1\s/c(=C\c2ccc(C)cc2)c(=O)n1CC(=O)NCc1ccco1	20%	4%	-8%	-3%	-13%	i	?	-0.6%	10%
COc1ccc(Cc2nnc(SCC(=O)Nc3cc(Cl)ccc3OC)[nH]c2=O)cc1	-4%	-4%	1%	-23%	-15%	?	11%	-0.2%	5%
Cc1c(CC(=O)NCC(=O)O)c(=O)oc2cc3oc4c(c3cc12)CCCC4	0%	9%	-9%	1%	-8%	.	-3%	0.3%	3%
CCOC(=O)[C@]12CCC=C1N(Cc1ccco1)C(=O)[C@H](CC(=O)N1CCOCC1)C2	.	0%	17%	.	.	i	.	0.1%	.
Cc1ccc(N2CCN(CCCN3C(=O)C4CCCN4C3=O)CC2)cc1 (centres undefined)	?	1%	-12%	3%	-3%	i	3%	0.0%	-36%
Cc1ccc(C(=O)NC(=S)Nc2ccc(S(=O)(=O)N(C)c3ccccc3)cc2)cc1	3%	-3%	-17%	1%	.	?	5%	0.0%	3%
O=C(NCc1ccccn1)c1c(O)c2cccc3c2n(c1=O)CC3	0%	-3%	27%	1%	13%	i	3%	0.0%	3%
CCOc1ccc(N(C(=O)c2cnccn2)C(C(=O)NC2CCCCC2)c2ccc(O)cc2)cc1 (centres undefined)	6%	5%	30%	-1%	22%	i	-42%[inhibitor]	0.1%	0%
CCOC(=O)C1CCN(C(=O)C2CCN(S(=O)(=O)c3ccc4ccccc4c3)CC2)CC1	-23%	0%	-9%	14%	18%	i	?	0.0%	-3%
CCCn1c(SCC(=O)Nc2cccc(F)c2)nc(O)cc1=O	-9%	6%	-6%	0%	-5%	i	-3%	0.1%	-1%
COc1ccc(-c2noc(-c3ccc(N4CCCCC4C)c([N+](=O)[O-])c3)n2)cc1OC (centres undefined)	-7%	.	0%	0%	?	i	.	1.9%	-1%
c1cnc(-c2nnc3n2CCCCC3)cn1	8%	12%	2%	-4%	6%	i	1.5µM*	-0.1%	13%
COc1cccc(NCc2ccc([N+](=O)[O-])s2)c1	-7%	0%	-9%	2%	1%	?	1%	5.1%	2%
Cc1cc(Cl)c2oc(C(=O)N(C)C3CCOC3)c(C)c2c1 (centres undefined)	1%	-16%	19%	8%	?	i	?	3.9%	-15%
O=C1CCCc2oc3ccc(NS(=O)(=O)c4cccc5cccnc45)cc3c21	-29%	-3%	-16%	-3%	-16%	i	?	2.2%	-3%
COc1ccc(N2CCN(S(=O)(=O)c3ccc(-c4cnc(C5CC5)o4)cc3)CC2)cc1	?	-4%	-13%&-7%	0%&10%	-6%	i	0%	-0.4%&-1.2%	-1%&-5%
O=C1Nc2c(Br)cc(Br)c3cccc1c23	4%	-15%	?	3%	?	.	2%	-0.5%	-13%
OC(COc1ccc(Br)cc1)CN1CCCC1 (centres undefined)	13%	-2%	-9%	1%	6%	i	12%	-0.7%	3%

4 compounds from above with just HepG2 tox, MCF10A rerep and ATXN2 expr inh:
Compound,HepG2 tox,MCF10A rerep,ATXN2 expr inh
Cc1ccc(C(=O)NC(=S)Nc2ccc(S(=O)(=O)N(C)c3ccccc3)cc2)cc1,3%,5%,-17%
O=C(NCc1ccccn1)c1c(O)c2cccc3c2n(c1=O)CC3,3%,3%,27%
CCOc1ccc(N(C(=O)c2cnccn2)C(C(=O)NC2CCCCC2)c2ccc(O)cc2)cc1 (centres undefined),0%,-42%[inhibitor],30%
CCOC(=O)C1CCN(C(=O)C2CCN(S(=O)(=O)c3ccc4ccccc4c3)CC2)CC1,-3%,?,-9%

(continued)
SMILES	TGFb SMAD3 inh	EPAC2 antagonist	ATXN2 expr inh	A549 tox	Nrf2 block	S2 tox	MCF10A rerep	Nrf2 activator	HepG2 tox
COc1cc(/C=C(\C#N)C(N)=O)ccc1OCc1c(C)no[n+]1[O-]	-1%	3%	.	1%	-8%	?	1%	?	-13%
CCOC(=O)[C@H]1[C@H]2COc3ccc(C)cc3[C@@H]2N2C(=O)CN(Cc3ccccc3)C(=O)[C@@]12C	6%	-7%	-8%	1%	0%	i	14%	-1.1%	-2%
COc1ccccc1C(=O)NCCC(=O)N1CCCC(C)C1 (centres undefined)	-9%	8%	-3%	1%	-5%	i	2%	-0.1%	13%
Cc1ccccc1CSc1ncc(Cl)c(C(=O)NCc2ccccc2)n1	-9%	.	-4%	13%	-1%	i	.	0.4%	0%
O=C(O)COCc1nc2ccccc2s1	-6%	10%	5%	10%	16%	i	2%	-0.1%	-12%
O=c1cc(C(F)(F)F)nc(SCc2cccc3ccccc23)[nH]1	?	?	.	1%	28%	i	-2%	0.0%	-35%
Cc1nc2c(C(=O)NCCC(C)C)c[nH]n2c(=O)c1Cc1ccccc1F	?	-8%	?	-5%	-21%	i	?	0.3%	-81%
CCc1nnc(NC(=O)CSc2nnc(-c3ccoc3C)n2-c2cccc(C)c2)s1	-8%	-12%	2%	7%	22%	i	-1%	-0.4%	4%
COC(=O)c1cc2c(cc1NC(=O)CSCCc1ccccn1)OCO2	-23%	-24%[57.1 µM]	-3%	-2%	5%	i	5%	-0.4%	19%
Nc1nc2ccc(C(=O)Nc3ccccc3)cc2s1	37%	-25%	85%[activator]	4%	?	i	-1%	13%	1%
C=CCn1c(=O)c2c(nc3n2CCCN3CCc2ccc(OC)c(OC)c2)n(C)c1=O	1%	4%	-13%	2%	5%	i	6%	0.2%	2%
Cc1ccc(C2CC(=O)C(C=NCCN3CCN(C(=S)Nc4ccccc4)CC3)=C(O)C2)cc1 (centres undefined)	0%	-5%	.	-3%	13%	i	3%	0.1%	7%
Cc1ccc(S(=O)(=O)NC(=O)NCc2ccc(Cl)cc2)cc1	1%	-3%	-9%	8%	-16%	i	6%	0.1%	-11%
CCCCCCCN1CCN=C1Nc1ccccc1	1%	2%	0%	9%	21%	i	27%	0.6%	-5%
CCOc1ccc2nc(N3CCCC(C(=O)NCc4ccccc4Cl)C3)sc2c1 (centres undefined)	1%	.	.	-8%	21%	.	.	3.7%	-10%
CCCn1c(N)c(C(=O)CSc2nnc3ccccn23)c(=O)n(C)c1=O	-9%	6%	7%	0%	14%	i	-3%	-0.3%	-42%
CCCC(c1nnnn1C1CCCC1)N1CCN(C(=O)c2ccco2)CC1 (centres undefined)	5%	7%	6%	-4%	21%	i	3%	-0.4%	-5%
CCOC(=O)C1CCN(c2ncnc3c2cnn3-c2ccccc2)CC1	-10%	-3%	9%	-4%	-11%	?	-5%	-0.4%	-12%
Cc1ccc(C)c(NC(=O)CN(C)C(=O)c2nn(C)c(=O)c3ccccc23)c1	2%	21%	-22%	4%	-6%	?	-11%	0.1%	4%

Looked up above:
Reading of `Cc1ccc(C)c(NC(=O)CN(C)C(=O)c2nn(C)c(=O)c3ccccc23)c1` in Nrf2 activator: 0.1%
Reading of `CCCC(c1nnnn1C1CCCC1)N1CCN(C(=O)c2ccco2)CC1` (centres undefined) in TGFb SMAD3 inh: 5%
